High-throughput results: PubChem BioAssay, several laboratories
OXTR potentiator: potentiators of human oxytocin receptor; 320,000 compounds, 0.061% hits; AID 2445; P30559; activation, % at 3 µM; CHO-OTR cells, Fluo-8 calcium fluorescence, potentiator mode; 0% = oxytocin EC15, 100% = EC100;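 active means activation above that plate's cutoff, the mean activation of tested compounds plus 3 SD, cut at about 6.6% in these data, passing the limit was not always enough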;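 further: 100% uses oxytocin at 75 nM as the full agonist control; some results filed as inactive read as strong as hits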
Target sequence (P30559 whole entry, looked up): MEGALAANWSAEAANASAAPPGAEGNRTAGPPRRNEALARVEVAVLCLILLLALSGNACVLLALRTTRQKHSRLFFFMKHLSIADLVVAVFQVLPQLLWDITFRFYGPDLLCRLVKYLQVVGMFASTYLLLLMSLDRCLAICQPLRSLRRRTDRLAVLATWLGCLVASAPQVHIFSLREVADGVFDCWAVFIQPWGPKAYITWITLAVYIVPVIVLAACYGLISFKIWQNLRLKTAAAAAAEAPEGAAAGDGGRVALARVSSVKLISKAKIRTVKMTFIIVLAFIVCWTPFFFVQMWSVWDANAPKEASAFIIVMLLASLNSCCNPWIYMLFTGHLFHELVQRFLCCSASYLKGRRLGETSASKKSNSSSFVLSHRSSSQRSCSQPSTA
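Measured by – Fluo-8 calcium dye fluorescence · Test system – human OTR in CHO cells · Dosing – one concentration, 3.0 µM compound · Controls – EC15 oxytocin alone as 0%, 75 nM oxytocin as 100% · Evaluation – normalized max/min fluorescence ratio, % activation · Timing – 6 min pre-incubation, 100 s read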
GalR3 antagonist: blocks the human galanin receptor 3; O60755; HEK293 GalR3-CNG cAMP membrane potential fluorescence; galR3 body fused to GalR1 C-terminus; inhibition, % at 3 µM; 360,000 compounds, 0.44% hits; AID 651719;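 active means inhibition above the screen-wide average plus 3 SD, cut at about 13% in these data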;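 further: forskolin and galanin both at EC90 stimulate the cells; cAMP rise reported by CNG channel membrane potential dye signal; 0% = forskolin plus galanin with DMSO and 100% = forskolin alone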
OXTR agonist: activates the human oxytocin receptor. CHO-OTR cells, Fluo-8 calcium fluorescence; normalized: DMSO 0%, oxytocin 100%. 320,000 compounds, 0.32% hits. activation, % at 3 µM. P30559. AID 2435;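 active means activation above the mean of all tested compounds plus 3 SD, cutoff set per screening run, cut at about 20% in these data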;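 further: peak over basal fluorescence ratio from a 100 s FLIPR kinetic read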
MEKK2wt PB1 HTS: raises or lowers MEK5 binding to wildtype human MEKK2 PB1 domain. AID 1531. 290,000 compounds, 1.1% hits. bead flow cytometry, Alexa488-MEK5 binding to MEKK2 WT; actives lie on both sides. Q9Y2U5. binding response (% of control), % at 10 µM; in the data active means binding response below about 67% or above about 130%
NALP1 yeast inh: NALP1 inhibition. inhibition, % at 10 µM. S. cerevisiae NALP1/ASC/caspase-1 growth, X-gal OD620, 72 h. 280,000 compounds, 0.61% hits; in the data active means inhibition mostly above about 24%, no sharp cut-off; inactive means mostly below about 32%; further: some compounds called inactive have numbers as strong as hits
V1R ag counter: counter-screen for oxytocin receptor agonists: human V1a receptor agonists; P37288; CHO-V1R cells, Fluo-8 calcium fluorescence, agonist mode; 0% DMSO, 100% 3 nM vasopressin; activation, % at 3 µM; 320,000 compounds, 0.25% hits; AID 2797;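 active means activation above the mean activation of all tested compounds plus 3 SD, per screening run, cut at about 20% in these data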;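 further: signal is peak over basal fluorescence ratio across a 100 second FLIPR read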
GPR7 antag: blocks human GPR7 receptor signaling. GPR7-expressing cells, fluorescence antagonist assay. inhibition, % at 4.4 µM. 290,000 compounds, 1.1% hits; in the data active means inhibition above about 16%, passing the limit was not always enough;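 further: cells stimulated with the agonist NPW; 0% = agonist with vehicle and 100% = vehicle without agonist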
Target sequence (P48145 whole entry, looked up): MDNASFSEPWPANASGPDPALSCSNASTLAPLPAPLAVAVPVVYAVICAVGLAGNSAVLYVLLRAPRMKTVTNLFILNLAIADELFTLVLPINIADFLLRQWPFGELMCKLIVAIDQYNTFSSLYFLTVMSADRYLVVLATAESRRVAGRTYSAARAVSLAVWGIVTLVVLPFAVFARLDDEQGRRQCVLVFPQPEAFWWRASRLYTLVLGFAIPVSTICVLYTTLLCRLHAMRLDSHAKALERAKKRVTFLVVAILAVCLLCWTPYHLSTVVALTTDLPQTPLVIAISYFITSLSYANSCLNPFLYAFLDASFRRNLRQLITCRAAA
M18AAP inhibitor: blocks P. falciparum M18 aspartyl aminopeptidase; recombinant PfM18AAP, H-Glu-NHMec fluorogenic cleavage; inhibition, % at 7.35 µM; 290,000 compounds, 1.2% hits; AID 1822;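 active means inhibition above the campaign mean inhibition over all tested compounds plus 3 SD, cut at about 28% in these data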;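 further: 0% = plate median of test compound wells and 100% = 2 mM ZnCl2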
MEKK2mut PB1 HTS: signal of MEK5 binding to mutant human MEKK2 PB1 domain | bead flow cytometry, Alexa488-MEK5 binding to MEKK2 mutant | percent response, % at 10 µM | 290,000 compounds, 0.35% hits | AID 1530; in the data active means percent response above about 24%, passing the limit was not always enough; further: inactives centre near 1; some results filed as inactive read as strong as hits
* marks the source's active call; other numbers are inactive results.

How did NS(=O)(=O)c1ccc(NCC2COc3ccccc3O2)c([N+](=O)[O-])c1 (stereo not drawn) do in these assays?
OXTR potentiator: -25; GalR3 antagonist: -5; OXTR agonist: 10; MEKK2wt PB1 HTS: 109; NALP1 yeast inh: -11; V1R ag counter: 7.0; GPR7 antag: 5; M18AAP inhibitor: -15; MEKK2mut PB1 HTS: -1

What do the screens show for `CN(NC(=O)c1ccccc1F)c1nc(C(F)(F)F)nc2ccccc12`?
OXTR potentiator: -4; GalR3 antagonist: 0; OXTR agonist: -0.2; MEKK2wt PB1 HTS: 90; NALP1 yeast inh: 11; V1R ag counter: 1.2; GPR7 antag: 15; M18AAP inhibitor: -14; MEKK2mut PB1 HTS: -4

Results for CCC(C)(C)n1nnnc1C(c1ccccc1F)N1CCC(C(N)=O)CC1 (stereo not drawn) ?
OXTR potentiator: -11; GalR3 antagonist: -1; OXTR agonist: 0.3; MEKK2wt PB1 HTS: 106; NALP1 yeast inh: 6; V1R ag counter: 0.6; GPR7 antag: -2; M18AAP inhibitor: -7; MEKK2mut PB1 HTS: 7

Results for CCN(Cc1ccccc1)C(=O)c1ccc(CNS(=O)(=O)c2ccc(C)cc2)cc1 ?
OXTR potentiator: -6; GalR3 antagonist: 4; OXTR agonist: 0.9; MEKK2wt PB1 HTS: 94; NALP1 yeast inh: 38; V1R ag counter: 1.7; GPR7 antag: 1; M18AAP inhibitor: -6; MEKK2mut PB1 HTS: -1

How did COC(=O)c1ccc2nc(NC(=O)C(C)C)sc2c1 do in these assays?
OXTR potentiator: 0; GalR3 antagonist: -6; OXTR agonist: -1.9; MEKK2wt PB1 HTS: 105; NALP1 yeast inh: -2; V1R ag counter: -0.6; GPR7 antag: 0; M18AAP inhibitor: -17; MEKK2mut PB1 HTS: -1

Results for CCOc1cc(/C=N/O)ccc1OCC(=O)Nc1cccc(C)c1 ?
OXTR potentiator: -6; GalR3 antagonist: -2; OXTR agonist: -0.5; MEKK2wt PB1 HTS: 109; NALP1 yeast inh: 8; V1R ag counter: 0.2; GPR7 antag: 1; M18AAP inhibitor: -4; MEKK2mut PB1 HTS: 3

What do the screens show for `CCN(CC)CCn1c(=S)[nH]c2ccc(Cl)cc2c1=O`?
OXTR potentiator: -2; GalR3 antagonist: -1; OXTR agonist: 0.7; NALP1 yeast inh: -13; V1R ag counter: -0.1; GPR7 antag: -17; M18AAP inhibitor: 22

How did O=C(NCC1CCCO1)c1ccc(COCC(F)(F)C(F)F)cc1 (stereo not drawn) do in these assays?
OXTR potentiator: -2; GalR3 antagonist: -1; OXTR agonist: 1.4; MEKK2wt PB1 HTS: 87; NALP1 yeast inh: 23; V1R ag counter: -0.1; GPR7 antag: 17*; M18AAP inhibitor: -4; MEKK2mut PB1 HTS: -10

What do the screens show for `COCc1ccc(CN2CCCCC2C(=O)Nc2ccc(Oc3ccccc3)nc2)o1` (stereo not drawn)?
OXTR potentiator: -3; GalR3 antagonist: -3; OXTR agonist: -1.0; MEKK2wt PB1 HTS: 103; NALP1 yeast inh: 1; V1R ag counter: 0.2; GPR7 antag: 1; M18AAP inhibitor: 4; MEKK2mut PB1 HTS: 3

Results for Cc1cc(C(=O)CSc2nncs2)c(C)n1Cc1ccco1 ?
OXTR potentiator: -16; GalR3 antagonist: -5; OXTR agonist: 4.8; MEKK2wt PB1 HTS: 90; NALP1 yeast inh: 28; V1R ag counter: 4.8; GPR7 antag: -19; M18AAP inhibitor: 1; MEKK2mut PB1 HTS: -5

Results for Cc1cc(SCC(=O)N/N=C/c2ccc(O)c(O)c2)c(C)cc1Br ?
OXTR potentiator: -9; GalR3 antagonist: 7; OXTR agonist: 8.3; MEKK2wt PB1 HTS: 87; NALP1 yeast inh: 7; V1R ag counter: 5.4; GPR7 antag: -8; M18AAP inhibitor: 54*; MEKK2mut PB1 HTS: 0

What do the screens show for `Cc1ccc(C(=O)OCC(=O)N2CCCCCC2)cc1S(=O)(=O)N1CCOCC1`?
OXTR potentiator: 3; GalR3 antagonist: -4; OXTR agonist: 1.0; V1R ag counter: 0.3

What do the screens show for `Cc1ccc(CNC(=O)CCS(=O)(=O)c2ccc3c(c2)NC(=O)CS3)cc1`?
OXTR potentiator: -7; GalR3 antagonist: 1; OXTR agonist: 0.7; MEKK2wt PB1 HTS: 105; NALP1 yeast inh: -11; V1R ag counter: 0.0; GPR7 antag: -6; M18AAP inhibitor: 1; MEKK2mut PB1 HTS: 2

How did Cc1cc(NC(=O)CCC(=O)N(Cc2ccco2)C2(C(=O)NC3CCCCC3)CCCCC2)no1 do in these assays?
OXTR potentiator: -12; GalR3 antagonist: -11; OXTR agonist: 0.5; MEKK2wt PB1 HTS: 97; NALP1 yeast inh: -10; V1R ag counter: 1.8; GPR7 antag: 5; M18AAP inhibitor: -1; MEKK2mut PB1 HTS: -7

Results for Cn1c(SCC(=O)NC(=O)c2cccc([N+](=O)[O-])c2)nnc1-c1ccc(F)cc1 ?
OXTR potentiator: -2; GalR3 antagonist: -3; OXTR agonist: -2.7; MEKK2wt PB1 HTS: 94; NALP1 yeast inh: 41; V1R ag counter: -0.3; GPR7 antag: -7; M18AAP inhibitor: -1; MEKK2mut PB1 HTS: -1

What do the screens show for `O=c1[nH]c(CN2CCN(S(=O)(=O)c3ccc(Cl)cc3)CC2)nc2cc(Cl)ccc12`?
OXTR potentiator: -3; GalR3 antagonist: -2; OXTR agonist: -1.6; MEKK2wt PB1 HTS: 100; NALP1 yeast inh: 24; V1R ag counter: -0.3; GPR7 antag: -7; M18AAP inhibitor: -2; MEKK2mut PB1 HTS: 8

Results for COc1ccc(/C=C2\CCc3ccccc3C2=O)cc1Cn1nc(C)cc1C ?
OXTR potentiator: -16; GalR3 antagonist: -2; OXTR agonist: 23*; MEKK2wt PB1 HTS: 90; NALP1 yeast inh: 9; V1R ag counter: 20; GPR7 antag: 7; M18AAP inhibitor: -5; MEKK2mut PB1 HTS: -7

How did COc1cc(CNCc2cccs2)ccc1OCC(N)=O do in these assays?
OXTR potentiator: -6; GalR3 antagonist: -5; OXTR agonist: 0.5; MEKK2wt PB1 HTS: 96; NALP1 yeast inh: 6; V1R ag counter: 0.1; GPR7 antag: -2; M18AAP inhibitor: -12; MEKK2mut PB1 HTS: 2

Results for O=C(CC1C(=O)NCCN1Cc1c(F)cccc1Cl)NCCC1=CCCCC1 (stereo not drawn) ?
OXTR potentiator: -14; GalR3 antagonist: -7; OXTR agonist: -1.4; MEKK2wt PB1 HTS: 93; NALP1 yeast inh: 2; V1R ag counter: -0.1; GPR7 antag: -3; M18AAP inhibitor: -3; MEKK2mut PB1 HTS: -10

Results for CC(=O)N1CCN(c2ccc(NC(=O)c3ccc([N+](=O)[O-])o3)cc2Cl)CC1 ?
OXTR potentiator: -7; GalR3 antagonist: -7; OXTR agonist: 4.2; MEKK2wt PB1 HTS: 103; NALP1 yeast inh: 0; V1R ag counter: 3.2; GPR7 antag: -7; M18AAP inhibitor: -4; MEKK2mut PB1 HTS: 1

What do the screens show for `C[C@@H](CN1C2=NC[C@H](C)N2C[C@H]1Cc1ccc(O)cc1)NC(=O)CCC1CCCCC1`?
OXTR potentiator: -4; GalR3 antagonist: -3; OXTR agonist: 0.0; MEKK2wt PB1 HTS: 120; NALP1 yeast inh: -4; V1R ag counter: 1.8; GPR7 antag: -13; M18AAP inhibitor: 1; MEKK2mut PB1 HTS: 15

What do the screens show for `COc1ccc(OCCNc2cc(Cl)ccc2[N+](=O)[O-])cc1`?
OXTR potentiator: -4; GalR3 antagonist: -7; OXTR agonist: -0.6; MEKK2wt PB1 HTS: 108; NALP1 yeast inh: 37; V1R ag counter: 0.4; GPR7 antag: 5; M18AAP inhibitor: 13; MEKK2mut PB1 HTS: 6

What do the screens show for `COc1cccc(NC(=S)NCc2ccccc2)c1`?
OXTR potentiator: -7; GalR3 antagonist: -11; OXTR agonist: 0.5; MEKK2wt PB1 HTS: 112; NALP1 yeast inh: -21; V1R ag counter: -0.6; GPR7 antag: -14; M18AAP inhibitor: 5; MEKK2mut PB1 HTS: 4

Results for C=CCn1c(C)cc(C(=O)COc2nncc3ccccc23)c1C ?
OXTR potentiator: -5; GalR3 antagonist: 2; OXTR agonist: -1.2; MEKK2wt PB1 HTS: 90; NALP1 yeast inh: 29; V1R ag counter: -0.5; GPR7 antag: -11; M18AAP inhibitor: 4; MEKK2mut PB1 HTS: -8

What do the screens show for `O=C(Nc1ccc(Cl)cc1)NC1CCCCNC1=O` (stereo not drawn)?
OXTR potentiator: -3; GalR3 antagonist: -5; OXTR agonist: 0.6; MEKK2wt PB1 HTS: 104; NALP1 yeast inh: 7; V1R ag counter: 1.8; GPR7 antag: -9; M18AAP inhibitor: -1; MEKK2mut PB1 HTS: 2

Fetched one by one from the list above (3):
What do the screens show for `O=c1[nH]c(CN2CCN(S(=O)(=O)c3ccc(Cl)cc3)CC2)nc2cc(Cl)ccc12`?
OXTR potentiator: -3; GalR3 antagonist: -2; OXTR agonist: -1.6; MEKK2wt PB1 HTS: 100; NALP1 yeast inh: 24; V1R ag counter: -0.3; GPR7 antag: -7; M18AAP inhibitor: -2; MEKK2mut PB1 HTS: 8

What do the screens show for `O=C(Nc1ccc(Cl)cc1)NC1CCCCNC1=O` (stereo not drawn)?
OXTR potentiator: -3; GalR3 antagonist: -5; OXTR agonist: 0.6; MEKK2wt PB1 HTS: 104; NALP1 yeast inh: 7; V1R ag counter: 1.8; GPR7 antag: -9; M18AAP inhibitor: -1; MEKK2mut PB1 HTS: 2

What do the screens show for `C[C@@H](CN1C2=NC[C@H](C)N2C[C@H]1Cc1ccc(O)cc1)NC(=O)CCC1CCCCC1`?
OXTR potentiator: -4; GalR3 antagonist: -3; OXTR agonist: 0.0; MEKK2wt PB1 HTS: 120; NALP1 yeast inh: -4; V1R ag counter: 1.8; GPR7 antag: -13; M18AAP inhibitor: 1; MEKK2mut PB1 HTS: 15

Outcome played no part in choosing rows (roughly 4.1% active in at least one column).
